Bioassay records from PubChem BioAssay.
HDAC3 inhib: blocks human histone deacetylase 3. O15379. recombinant HDAC3, fluorogenic peptide/trypsin coupled, fluorescence. inhibition, % at 8.3 µM. 320,000 tested, 0.15% active. AID 2718; in the data active = inhibition above about 26%, passing the limit was not always enough; inconclusive = no clear call, values can overlap the other calls
ANO1 block: blocks the mouse calcium-activated chloride channel TMEM16A | AID 588511 | normalized B-score (activity score, 25-100; higher = stronger inhibition) at 10 µM | Q8BHY3 | HEK293 TMEM16A/YFP iodide influx fluorescence, ionomycin | 310,000 tested, 1.2% active;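 active = ratio plate-corrected score three or more library SD toward inhibition, starting fluorescence score within five deviations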;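 note: score derived from kinetic fluorescence span divided by baseline fluorescence per well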
Target sequence (Q8BHY3 whole entry, looked up): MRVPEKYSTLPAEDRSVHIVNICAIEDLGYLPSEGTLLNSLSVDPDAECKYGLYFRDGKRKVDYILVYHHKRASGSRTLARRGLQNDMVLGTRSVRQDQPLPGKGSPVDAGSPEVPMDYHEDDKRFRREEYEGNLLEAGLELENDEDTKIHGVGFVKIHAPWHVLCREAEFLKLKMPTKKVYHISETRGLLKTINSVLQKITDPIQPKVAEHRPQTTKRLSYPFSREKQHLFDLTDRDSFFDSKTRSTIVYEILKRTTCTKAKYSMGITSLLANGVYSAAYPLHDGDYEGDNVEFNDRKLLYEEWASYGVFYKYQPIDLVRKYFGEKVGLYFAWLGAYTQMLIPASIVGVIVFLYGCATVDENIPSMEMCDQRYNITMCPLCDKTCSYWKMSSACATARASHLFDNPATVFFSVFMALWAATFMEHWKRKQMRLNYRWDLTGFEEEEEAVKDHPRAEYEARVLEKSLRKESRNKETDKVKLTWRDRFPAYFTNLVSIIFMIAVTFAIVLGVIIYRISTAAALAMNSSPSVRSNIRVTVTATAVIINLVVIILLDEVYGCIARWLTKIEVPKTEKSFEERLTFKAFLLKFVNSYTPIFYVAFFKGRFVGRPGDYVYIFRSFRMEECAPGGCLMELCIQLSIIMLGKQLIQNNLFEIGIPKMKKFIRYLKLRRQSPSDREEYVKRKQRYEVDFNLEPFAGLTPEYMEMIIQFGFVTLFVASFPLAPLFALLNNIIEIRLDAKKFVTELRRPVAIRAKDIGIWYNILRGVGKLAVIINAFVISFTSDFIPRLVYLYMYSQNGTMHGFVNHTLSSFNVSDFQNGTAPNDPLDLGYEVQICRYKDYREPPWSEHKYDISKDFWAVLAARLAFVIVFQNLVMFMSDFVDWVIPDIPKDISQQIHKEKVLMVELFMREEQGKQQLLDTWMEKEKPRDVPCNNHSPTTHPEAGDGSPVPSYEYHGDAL
TMEM16A act: activators or potentiators of mouse TMEM16A chloride channel. AID 623877. HEK293 TMEM16A/YFP-H148Q/I152L, iodide quench fluorescence; stronger effect = lower value. B-score at 10 µM. 340,000 tested, 0.3% active;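 active = fluorescence-ratio B-score plate-corrected deviation score at least 3 library SD below zero, with starting fluorescence score within 5 deviations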;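 note: channel opened by trigger with iodide after compound preincubation; score built on the fluorescence ratio of max minus min over baseline; more negative score means more quench and so TMEM16A activation or potentiation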
RGS4 pot: potentiators or activators of RGS4; 310,000 tested, 0.92% active; B-score at 10 µM; AID 463111; HEK293 M3R/inducible RGS4, carbachol calcium flux Fluo4; stronger effect = lower value;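 active = B-score of the integrated calcium signal more than 4 SD below the library mean, with starting fluorescence not abnormally high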;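 note: negative B-score means reduced calcium response which marks RGS4 activation or potentiation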
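Assay system: HEK293 FlpIn-TREx cells, stable M3R, doxycycline-inducible RGS4 / Probe or stimulus: carbachol, ECmax concentration / Times: overnight RGS4 induction, 30 min dye load 37 °C, 20 min compound RT / Signal: kinetic calcium fluorescence imaging with Fluo4-AM dye, 2 µM / Measure: Agonist-evoked peak-minus-minimum fluorescence over baseline, integrated ratio, B score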
KCNK9 inh: inhibitors of human KCNK9 two-pore domain potassium channel; Q9NPC2; HEK293 KCNK9, FluxOR thallium flux fluorescence; stronger effect = lower value; B-score at 10 µM; 310,000 tested, 1.2% active; AID 488922;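 active = ratio B-score over 3 SD below the library mean, with starting fluorescence within 5 SD of its mean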;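 note: negative B-score means less thallium flux so channel inhibition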
KCNK3 inh: human KCNK3 channel inhibition, primary screen. O14649. CHO-KCNK3 thallium flux, FluxOR fluorescence; stronger effect = lower value. B-score at 10 µM. 340,000 tested, 0.84% active;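 active = B-score under library mean minus 4 SD, starting fluorescence ratio at most library mean plus 5 SD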;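 note: more negative B-score means stronger inhibition of thallium flux through KCNK3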
SKKanGAS inh: blocks kanamycin growth of S. pyogenes SKKanGAS strain; AID 1662; inhibition, % at 7.5 µM; 300,000 tested, 1.3% active; BacTiter-Glo, 6 h;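 active = mean replicate score, as percent of positive control median, at least 50; inconclusive = mean below 50 but one replicate at or above 50; inactive = mean and every replicate below 50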;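 note: strain carries kanamycin resistance gene driven by streptokinase promoter and grows in 40 µg/ml kanamycin; loss of luminescence reflects streptokinase promoter inhibition or plain growth inhibition; 0% = median of DMSO wells and 100% = positive control at its reference dose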
hERG rescue: hERG (human) protection from proarrhythmic block; Q12809; CHO-hERG, FluxOR thallium flux, dofetilide IC70 present; activation (rescue from dofetilide block), less the hit threshold, % at 10 µM; 310,000 tested, 0.51% active;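 active = activation above the mean of controls blocked by dofetilide plus 5 SD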;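 note: thallium influx through hERG after potassium depolarization seen as dye fluorescence rise; in these data hits start at about 4.7%; inactives centre near -7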
KCNQ1 act: human KCNQ1 channel potentiation or activation. B-score at 10 µM. AID 2648. CHO-K1 KCNQ1, thallium flux FluxOR fluorescence; stronger effect = higher value. 310,000 tested, 0.35% active;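 active = fluorescence ratio B-score, a plate-corrected score, at least three library SD, with initial intensity B-score within 5 SD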
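Test system: CHO-K1 cells stably expressing KCNQ1 / Medium: assay buffer / Also added: depolarizing K+/Tl+ stimulus, K2SO4 and Tl2SO4 each 12.5 mM in 5x stock / Incubation: 90 min dye loading and 20 min compound exposure, both at room temperature / Signal: thallium influx via FluxOR fluorescence, kinetic imaging / Evaluation: B score of baseline-normalized fluorescence ratio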
KCNQ1 block: blocks the human KCNQ1 potassium channel. P51787. CHO-K1 KCNQ1, FluxOR thallium flux fluorescence; stronger effect = higher value. B-score at 10 µM. 310,000 tested, 1.3% active. AID 2642;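 active = compounds whose thallium flux B-score, printed positive for inhibition, exceeds three library SD while starting fluorescence stays within three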;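 note: channel opened by potassium depolarization with thallium stimulus after 20 min compound exposure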
RGS4 inh: inhibitors of human RGS4. HEK293 M3R/RGS4 inducible, Fluo-4 calcium flux; stronger effect = higher value; triggered by carbachol at its EC20. B-score at 10 µM. 310,000 tested, 0.45% active;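 active = B-score, a plate-corrected calcium signal, over three deviations above library mean, with baseline fluorescence within five deviations of library mean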;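 note: RGS4 expression induced by doxycycline in cells with stable M3 receptor; B-score is computed from the integrated fluorescence ratio over baseline after carbachol; higher B-score means a larger calcium signal and so more RGS4 inhibition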
* hit, by the source's call; i = inactive; ? = inconclusive; . = not tested or not shown.

Fields: HDAC3 inhib, ANO1 block, TMEM16A act, RGS4 pot, KCNK9 inh, KCNK3 inh, SKKanGAS inh, hERG rescue, KCNQ1 act, KCNQ1 block, RGS4 inh
O=C(CSc1ncnc2ccccc12)Nc1cccc(S(=O)(=O)N2CCOCC2)c1
 : -3.0, i, i, i, i, i, 9.5, -7.8, i, i, i
CCc1cc(C(=O)c2ccccc2OC)c(N)s1
 : 2.6, i, i, i, i, i, -1.0, -0.3, i, i, i
Cc1nc(=O)c(-c2ccccc2)c(C)n1CCO
 : 4.2, i, i, i, i, i, -4.2, -10.6, i, i, i
COc1ccc(NC(=O)CCC(=O)OCc2ccc(C(=O)Oc3ccc(Cl)cc3)cc2)cc1
 : 4.2, i, i, i, i, i, 2.1, -8.8, i, i, i
Cc1ccc(/C=C2/NC(=O)N(Cc3ccccc3F)C2=O)o1
 : 1.1, i, i, i, i, i, -10.4, -6.7, i, i, i
O=C(C1c2ccccc2C(=O)N2CCc3ccccc3C12)N1CCN(Cc2ccccc2)CC1 (stereo not given)
 : 1.6, i, i, i, i, i, -3.5, -9.1, i, i, i
O=C(OCC(=O)c1cccs1)c1ccccc1
 : 0.0, i, i, i, i, i, 3.8, -12.1, i, i, i
CCOC(=O)C1Cn2c(nc3c(c2=O)C(C)(CC)Cc2ccccc2-3)S1 (stereo not given)
 : -2.3, i, i, i, i, i, 10.1, -7.1, i, i, i
CN(C)N1C(N)=C(C#N)C(c2ccsc2)C2=C1CCCC2=O (stereo not given)
 : -2.9, i, i, i, i, i, 6.0, -7.7, i, i, i
N/C(=N\OC(=O)CCC1CCCC1)c1ccc(Cl)cc1
 : 4.6, i, i, i, i, i, -7.1, -1.5, i, i, i
COc1ccc(Cl)cc1N1C(=O)C2CCCN2C1c1ccc(F)c(F)c1 (stereo not given)
 : 0.1, i, i, i, i, i, -2.8, -11.4, i, i, i
Cn1nc(C(F)(F)F)c(C(=O)Nc2cccc(C(F)(F)F)c2)c1SCc1ccc(Cl)cc1
 : -3.6, i, i, -10.4*, -7.25*, i, 29.7, -10.7, i, i, i
O=C(NCC1COc2ccccc2O1)c1ccc(NC(=O)c2ccco2)cc1 (stereo not given)
 : 3.6, i, i, i, i, i, -3.6, -9.8, i, i, i
CCC(=O)N/N=C/c1ccc(-c2ccc(Cl)cc2)o1
 : -7.0, i, i, i, i, i, -1.1, -10.3, i, i, i
O=C(c1ccco1)N1CCN(Cc2cc(=O)c(OCc3cccc(Cl)c3)co2)CC1
 : 1.5, i, i, i, i, i, -0.7, -12.5, i, i, i
Cn1c(-c2cccs2)[n+](C)c2ccccc21
 : ., i, i, i, i, i, -6.3, -3.4, i, i, i
COc1ccc(C(=O)Nc2cccc(NC(=O)c3ccc(OC)cc3OC)n2)c(OC)c1
 : -0.6, i, i, i, i, i, 2.2, -8.2, i, i, i
Cc1ccc(CC(NC(=O)c2ccccc2)C(=O)NC(C)C(=O)O)cc1 (stereo not given)
 : -2.4, i, i, i, i, i, -2.0, -6.8, i, i, i
CCN(c1ccc(C)cc1C)S(=O)(=O)c1nnc(NC(=O)C(C)(C)C)s1
 : -2.3, i, ., i, i, i, 13.3, -10.9, i, i, i
Cc1cc(=O)oc2cc(OCCSCCN3CCCC3)ccc12
 : -1.3, i, i, i, i, i, -2.0, -3.9, i, i, i
CC(C)N(Cc1nccn1C)C(=O)c1ccc2oc(CCCc3ccccc3)nc2c1
 : 0.0, i, i, i, i, i, -4.2, -12.9, i, i, i
O=C(CNC(=O)c1cccs1)OCC(=O)c1ccccc1Cl
 : -3.7, i, i, i, i, i, ., -6.6, i, i, i
CCCNS(=O)(=O)c1cc2c3c(c1)C(C)C(=O)N3CCC2 (stereo not given)
 : 4.5, i, i, i, i, i, 0.0, -6.3, i, i, i
O=C1c2ccc(Oc3ccc4c(c3)C(=O)N(CCCO)C4=O)cc2C(=O)N1CCCO
 : 0.4, i, i, i, i, i, -0.7, -4.4, i, i, i
CCCCn1c(=N)n(CC(=O)c2ccc(Br)s2)c2ccccc21
 : ., i, i, i, i, i, 4.1, -5.7, i, i, i
C(=N\N1CCN(c2ccccc2)CC1)/c1ccccc1
 : -0.1, i, i, i, i, i, 1.2, -0.3, i, i, i
COc1ccc(C(c2sc3nc(C)nn3c2O)N2CCC(C(N)=O)CC2)cc1OC (stereo not given)
 : 8.3, i, i, i, i, i, 3.0, -11.7, i, i, i
CCN(CC(=O)NC(C)C)Cc1nc2c(Br)cc(Br)cc2c(=O)[nH]1
 : -3.2, i, i, i, i, i, 38.8, -10.1, i, i, 4.99*
CCCCCCCC1CC(CSc2ncn[nH]2)OC1=O (stereo not given)
 : 1.2, i, i, i, i, i, -10.9, -2.0, i, i, i
CCC(C)(C)NC(=O)C(c1ccccc1F)N(C(=O)c1ccn[nH]1)c1ccccc1 (stereo not given)
 : 4.5, i, i, i, i, i, 2.0, -9.9, i, i, i
C=CCn1c(CCNC(=O)c2ccccc2F)nnc1SCC(=O)Nc1ccc(OC)cc1
 : 1.4, i, i, i, i, i, 11.8, -5.8, i, i, i
COc1ccc2c(c1)cc1c(=O)n(CC(=O)NCCCOC(C)C)nc(C)n12
 : -4.8, i, i, i, i, i, -1.7, 0.2, i, i, i
COC(=O)C1CCN(Cc2cc(=O)oc3cc(C)c(Cl)cc23)CC1
 : -0.9, i, i, i, i, i, -2.1, -9.5, i, i, 11.7*
Cc1ccc(NC(=O)Nc2ccc3oc(C)nc3c2)cc1
 : -2.7, i, i, i, i, i, -6.4, -3.6, i, i, i
CCc1cccc(N(C(=O)c2csnn2)C(C(=O)NC(C)(C)C)c2ccccn2)c1 (stereo not given)
 : 5.5, i, i, i, i, i, 0.4, -5.2, i, i, i
CC(=O)N1CCN(C(=O)c2ccc3oc(CCCc4ccccc4)nc3c2)CC1
 : -2.7, i, i, i, i, i, 2.7, -4.1, i, i, i
Cc1ccc(C)c(OCc2cc(C(=O)N3CCOCC3)no2)c1
 : ?, i, i, i, i, i, 0.8, -3.6, i, i, i
Cc1ccc(C(=O)N/C(=C\c2cn(S(=O)(=O)N(C)C)c3ccccc23)C(=O)NCCCn2ccnc2)cc1
 : 5.5, i, i, i, i, i, -1.7, -10.9, i, i, i
Cc1occc1C(=O)Nc1nccs1
 : -1.1, i, i, i, i, i, 2.1, -6.5, i, i, i
CCOC(=O)C1=C(C)OC(N)=C(C#N)C1c1cccs1 (stereo not given)
 : 2.3, i, i, i, i, i, 3.4, -5.5, i, i, i
O=C(Nc1nnc(-c2ccncc2)s1)C1CCCO1 (stereo not given)
 : -21.1, i, i, i, i, i, -3.8, -10.9, i, i, i
CCOC(=O)Cc1csc(NC(=O)c2c(O)c3c(n(CC(C)C)c2=O)CCCC3)n1
 : 5.1, i, i, i, i, i, 44.3, -13.9, i, 7*, i
COc1ccc(OC)c(NC(=O)Cn2c(CCC(=O)O)ccc2-c2ccccc2)c1
 : 1.4, i, i, i, i, i, 2.0, -7.1, i, i, i
CCc1nc(C)ccc1OCC(=O)NCCCN(C)C
 : -1.5, i, i, i, i, i, ., -6.7, i, i, i
CCOC(=O)C1CCN(S(=O)(=O)c2ccc(C)c(C(=O)NC3CCCCC3)c2)CC1
 : 6.7, i, i, i, i, i, -2.8, -6.3, i, i, i
O=C(Nc1cccn(Cc2c(Cl)cccc2Cl)c1=O)C1CC1
 : -0.6, i, i, i, i, i, 21.4, -8.8, i, i, i
CCOC(=O)N1CCN(CC(O)COCc2ccc(OC)c(OC)c2)CC1 (stereo not given)
 : -3.4, i, i, i, i, i, -1.1, -12.0, i, i, i
CCCCC(NC(=O)CCc1c(C)c2cc3c4c(oc3c(C)c2oc1=O)CCCC4)C(=O)O (stereo not given)
 : 2.9, i, i, i, i, i, 14.6, -12.0, i, i, i
Cc1cnn(C(=S)NCc2ccco2)c1
 : -0.5, i, i, i, i, i, -5.5, -8.1, i, i, i
Cn1cc(C(=O)NCc2ccc(Cl)cc2)c(=O)c2cc(S(=O)(=O)N3CCOCC3)ccc21
 : 4.1, i, i, i, i, i, -4.2, -5.5, i, i, i
C1CCC2(CC1)OCC1(CO2)COC2(CCCCC2)OC1
 : -5.8, i, i, i, i, i, -2.1, -0.9, i, i, i
CCN(CC)CCC/C(=N\O)C(O)(c1ccccc1)c1ccccc1
 : -4.8, i, i, -10.4*, i, i, 0.8, -5.2, i, i, i
COc1ccc(CNC(=O)C2CCC(CNS(=O)(=O)c3cccc4cccnc34)CC2)cc1 (stereo not given)
 : 1.9, i, i, i, i, i, 1.7, -6.6, i, i, i
O=C(O)CCc1cccnc1
 : ., i, i, i, i, i, 5.1, -1.4, i, i, i
COc1cc(OC)nc(NC(=O)CCl)n1
 : -6.6, i, i, i, i, i, 2.8, -11.7, i, i, i
COCCNC(=O)c1cnn2c(C(F)(F)F)cc(-c3ccc4c(c3)OCO4)nc12
 : 1.1, i, i, i, i, i, 3.4, -13.7, i, i, i
Cc1cc(C(=O)CSc2nnc(-c3ccco3)o2)c(C)n1Cc1ccco1
 : -1.7, i, i, i, i, i, 14.4, 2.8, i, i, i
CNC(=O)C(=O)NCC1OCCCN1S(=O)(=O)c1ccc2c(c1)OCCO2 (stereo not given)
 : 1.4, i, i, i, i, i, 0.9, -5.9, i, i, i
CC1=NN(c2ccc(F)cc2)C(=O)C1C(c1cccc(O)c1)c1c(C)[nH]n(-c2ccc(F)cc2)c1=O (stereo not given)
 : -1.2, i, i, i, i, i, -9.8, -11.7, i, i, 9.66*
Clc1ccccc1-c1nc(/C=N/N2CCOCC2)c2ccccn12
 : ., i, i, i, i, i, -0.8, -4.8, i, i, i
O=C(CCNS(=O)(=O)c1ccc(Br)cc1)N1CCCCCCC1
 : -5.4, i, i, i, i, i, ., -17.0, i, i, i
Cc1ccccc1OCCNC(=O)/C=C/c1ccc([N+](=O)[O-])cc1
 : -0.8, i, i, i, i, i, -3.3, -9.0, i, i, i
